Screening data (PubChem BioAssay)
DUSP3 inh – DUSP3 (human) phosphatase inhibition. recombinant VHR phosphatase, pNPP absorbance. inhibition, % at 13.3 µM. hit rate 0.52% among 290,000; in the data active means inhibition above about 50%; further: some compounds called inactive have numbers as strong as hits
Target sequence (P51452 whole entry, looked up): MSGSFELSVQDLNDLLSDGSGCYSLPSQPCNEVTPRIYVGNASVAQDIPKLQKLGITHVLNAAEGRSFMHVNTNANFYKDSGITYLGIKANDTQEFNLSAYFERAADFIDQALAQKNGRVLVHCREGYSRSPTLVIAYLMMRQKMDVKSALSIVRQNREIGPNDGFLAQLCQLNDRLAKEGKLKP
UGM FP inh – blocks M. tuberculosis UGM enzyme; hit rate 0.06% among 320,000; P9WIQ1; inhibition, % at 10 µM; AID 504406; purified UGM, fluorescence polarization probe displacement; in the data active means inhibition above about 10%, passing the limit was not always enough
Mtb BioA inh – BioA (M. tuberculosis) enzyme inhibition. hit rate 0.096% among 360,000. purified M. tuberculosis BioA enzyme, plate reader. AID 602481. inhibition, % at 9.99 µM; in the data active means inhibition above about 40%
SSB-PriA inh – K. pneumoniae PriA-SSBct interaction inhibition | AlphaScreen SSBct-PriA binding, biotinylated peptide | inhibition, % at 33 µM | hit rate 0.6% among 430,000; in the data active means inhibition mostly above about 37%, no sharp cut-off; inactive means mostly below about 20%;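 further: plate controls were negative control peptide for no effect and reference peptide for full effect; strong numbers were not always called active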
SARS 3CLpro inh – SARS-CoV 3CLpro protease inhibition | P0C6X7 | recombinant SARS-CoV 3CLpro, quenched FRET peptide cleavage | inhibition, % at 6 µM | hit rate 0.14% among 290,000 | AID 1706; in the data active means inhibition above about 12%
Rv3671c protease – inhibits the M. tuberculosis serine protease Rv3671c; inhibition, % at 5.96 µM; hit rate 0.048% among 320,000; in the data active means inhibition above about 38%;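 further: extracellular domain of Rv3671c used as enzyme; 0% = enzyme with DMSO and 100% = no enzyme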
Target sequence (P9WHR9 whole entry, looked up, the tested form may be a part): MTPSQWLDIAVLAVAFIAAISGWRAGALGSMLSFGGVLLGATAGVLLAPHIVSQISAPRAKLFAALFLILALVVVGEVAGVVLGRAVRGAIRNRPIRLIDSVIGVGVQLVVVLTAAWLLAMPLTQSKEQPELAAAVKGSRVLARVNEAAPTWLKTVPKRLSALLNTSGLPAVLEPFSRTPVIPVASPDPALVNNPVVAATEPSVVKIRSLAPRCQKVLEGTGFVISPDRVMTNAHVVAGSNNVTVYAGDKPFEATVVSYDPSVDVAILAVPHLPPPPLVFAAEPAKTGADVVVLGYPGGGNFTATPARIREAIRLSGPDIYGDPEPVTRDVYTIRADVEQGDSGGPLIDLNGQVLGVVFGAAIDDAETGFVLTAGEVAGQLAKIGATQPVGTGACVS
Mtb FBA inh – inhibits M. tuberculosis FBA enzyme; P9WQA3; purified M. tuberculosis FBA, fluorescence read-out; inhibition, % at 1 µM; hit rate 2.3% among 360,000; AID 588726; in the data active means inhibition above about 27%;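 further: 0% = vehicle and 100% = reference inhibitor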
Target sequence (P9WQA3 whole entry, looked up): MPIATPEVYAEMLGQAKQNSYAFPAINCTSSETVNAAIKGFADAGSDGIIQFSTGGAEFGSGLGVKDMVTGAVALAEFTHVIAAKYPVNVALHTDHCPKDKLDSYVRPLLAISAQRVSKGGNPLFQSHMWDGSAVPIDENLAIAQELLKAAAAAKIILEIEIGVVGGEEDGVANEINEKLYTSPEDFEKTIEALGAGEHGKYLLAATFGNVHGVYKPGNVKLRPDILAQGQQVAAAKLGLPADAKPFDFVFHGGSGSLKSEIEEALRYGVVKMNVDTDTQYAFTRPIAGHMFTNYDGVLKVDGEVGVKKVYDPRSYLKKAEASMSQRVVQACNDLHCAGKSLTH
GDH-TPI inh – inhibits GDH-TPI coupling enzymes, artifact for Mtb FBA screen | GDH-TPI coupled enzyme counterscreen, NADH absorbance | inhibition, % at 4.8 µM | AID 588335 | hit rate 1.2% among 360,000; in the data active means inhibition above about 30%;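 further: 0% = DMSO wells and 100% = wells lacking the enzyme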
MazF activator – activators of E. coli MazEF toxin-antitoxin RNase. P0AE70. FAM/BHQ RNA-DNA oligo cleavage fluorescence, 5 h. activation, % at 20 µM. hit rate 0.32% among 350,000. AID 504720; in the data active means activation above about 50%
BH1578 lux ind – inducers of Vibrio cholerae quorum light production without autoinducers; V. cholerae BH1578 lux reporter, luminescence, 6 h; hit rate 0.16% among 350,000; activation, % at 18.7 µM; in the data active means activation mostly above about 9.7%, no sharp cut-off; further: not every result past the cut was called active; inactives centre near 0; reference of the scale not given here
The depositor's hits bear a star; i = inactive; x = not tested or not shown. An excerpt. The share of hits here may be higher or lower than overall.

SMILES | DUSP3 inh | UGM FP inh | Mtb BioA inh | SSB-PriA inh | SARS 3CLpro inh | Rv3671c protease | Mtb FBA inh | GDH-TPI inh | MazF activator | BH1578 lux ind
OCCN1CCN(CC(O)COCCOc2ccc(Br)cc2)CC1 (centres undefined) | 2 | 5.0 | x | -6 | -1 | -10 | -1 | 1 | -11 | 2.6
OCC#CCSc1nnc(-c2ccncc2)o1 | 4 | -0.5 | -0.2 | -6 | -1 | -6 | 3 | 4 | 7 | x
NC(=O)CSc1nnc(COc2cccc3ccccc23)o1 | 20 | 0.0 | 2.7 | -4 | -1 | 1 | 1 | 4 | 3 | -0.3
C=CCNC(=O)c1c(CSc2ccc(Cl)cc2)noc1C(=O)NCc1ccccc1 | x | 2.1 | -1.4 | -3 | x | -54 | -1 | 3 | 4 | i
O=Cc1cccc2ccc3cccc(C(=O)O)c3c12 | x | 1.2 | x | -11 | x | 2 | 5 | 5 | -4 | 0.5
COc1ccc(-n2ncc3c2CC(C)(C)CC3NC(=O)CCn2cncn2)cc1 (centres undefined) | 26 | -3.6 | 1.8 | -10 | -3 | x | 0 | 6 | 0 | i
Cc1ccc(C(=O)N2CCCCC2)cc1NC1=C(Cl)C(=O)N(Cc2ccccc2)C1=O | x | x | 0.3 | -9 | x | -1 | 0 | 0 | -8 | -5.7
Nn1c(SCC(=O)NCC2CCCO2)nnc1-c1ccco1 (centres undefined) | x | -0.7 | -0.8 | -6 | x | 2 | 0 | 3 | 8 | -0.3
COC(=O)c1cc(N=Cc2c(O)c3ccccc3oc2=O)cc(C(=O)OC)c1 | 21 | 1.8 | -2.6 | -10 | 10 | 4 | 17 | 7 | 8 | i
COCCCNC(=O)c1ccc([N+](=O)[O-])c(Cl)c1 | -5 | 1.1 | 0.0 | -2 | 4 | 9 | 2 | 5 | 3 | -4.1
NC(=O)c1cccnc1 | 5 | 1.9 | 0.3 | 3 | 0 | 4 | 3 | 2 | -9 | i
CCOc1ccc(C(C)=O)cc1CSc1nnnn1-c1ccc(O)cc1 | 14 | -1.5 | 15 | 0 | 11 | 8 | -1 | -4 | 2 | i
CCOC(=O)[C@@H]1[C@H]2COc3cc(OC)ccc3[C@H]2N2C(=O)N(c3ccc(Cl)cc3)C(=O)[C@]12C | x | -0.9 | -1.4 | 6 | x | -8 | 0 | -1 | 5 | -0.4
CCOC(=O)C1CCN(Cc2cn(C)nc2-c2ccc(Oc3ccccc3)cc2)CC1 | 5 | -0.5 | x | -12 | 0 | -7 | 0 | 1 | 13 | -0.3
O=C(NCCN1CCCCC1)Nc1ccc(F)cc1 | 18 | -0.2 | -0.2 | -4 | -1 | 7 | 1 | 4 | -3 | 2.0
Cc1ccc(S(=O)(=O)NCC(=O)NCc2ccncc2)cc1 | 4 | -1.4 | -0.9 | -3 | 1 | -1 | 2 | 3 | 4 | -0.9
COc1ccccc1CNC(=O)CCCc1cn(C)c2ccccc12 | 27 | 3.7 | -0.1 | 8 | 6 | x | 13 | 8 | -5 | i
CN1C(=O)N(C)C(=O)C2(Cc3ccccc3N3CCOCC32)C1=O (centres undefined) | -17 | -1.9 | -6.8 | -3 | -1 | -34 | 1 | 7 | 3 | 4.0
O=C(CSc1nnc(-c2ccc(O)cc2)n1-c1ccccc1)CC(=O)Nc1ccccc1 | -20 | 1.5 | -1.4 | 17 | 3 | -18 | -1 | 11 | -1 | -0.2
CC(C)c1nnc(NC(=O)C2CCCN2C(=O)Nc2ccccc2)s1 (centres undefined) | 20 | 2.1 | 0.0 | -18 | 1 | 4 | 0 | -1 | 2 | -10
O=C(C1CCCN(S(=O)(=O)Cc2ccccc2)C1)N1CCc2ccccc21 (centres undefined) | -8 | 4.1 | 3.5 | -10 | 10 | -3 | 11 | 4 | -5 | 0.8
CCOc1ccc(NC(=O)CN(C)C(=O)c2cccnc2Sc2ccccc2Cl)cc1OCC | x | 0.2 | x | -7 | x | 0 | -1 | -3 | -2 | -0.3
CN(C(=O)c1cccc(NC(=O)Cc2cccc(NC(=O)C3CCN(C(=O)C4CCCCC4)CC3)c2)c1)C1CCC1 | x | x | 2.4 | -12 | x | x | 0 | -1 | 10 | i
COc1ccc(OC(C)=O)c(C2c3cc(OC)c(OC)cc3CCN2C(C)=O)c1 (centres undefined) | 22 | -3.9 | -0.7 | 0 | -4 | -5 | 1 | 2 | -1 | i
O=C1NC(CCc2ccccc2)C(=O)N1CCOc1ccccc1 (centres undefined) | 30 | -0.7 | x | 6 | -1 | 5 | 0 | -3 | 4 | 0.6
COc1ccc(-n2c(C)c(C(C)=O)c3cc(OC(C)=O)ccc32)cc1 | -20 | -1.4 | 2.0 | -26 | 5 | x | -1 | 5 | 8 | -0.4
CC1(c2ccccc2Cl)NC(=O)N(CC(=O)NCCC2=CCCCC2)C1=O (centres undefined) | 22 | -1.5 | 1.3 | -5 | 4 | 0 | -7 | 0 | 7 | 0.0
COc1ccccc1C(=O)N1CCC(N2CCN(c3ccccc3)CC2)CC1 | 35 | 1.5 | x | 7 | 0 | 9 | 0 | 3 | -3 | 0.0
COc1cccc(NS(=O)(=O)c2c(C)nc3sccn3c2=O)c1 | 10 | 1.3 | 3.1 | -14 | -5 | 2 | 0 | 5 | -2 | -0.6
NC(=O)c1ccccc1NC(=O)/C=C/c1cccc(Cl)c1 | 32 | -1.1 | -1.0 | -8 | 1 | -8 | 2 | 7 | 2 | x

Already shown: an excerpt of the list.
SMILES | DUSP3 inh | UGM FP inh | Mtb BioA inh | SSB-PriA inh | SARS 3CLpro inh | Rv3671c protease | Mtb FBA inh | GDH-TPI inh | MazF activator | BH1578 lux ind
COc1ccc(-n2c(C)c(C(C)=O)c3cc(OC(C)=O)ccc32)cc1 | -20 | -1.4 | 2.0 | -26 | 5 | x | -1 | 5 | 8 | -0.4
CC1(c2ccccc2Cl)NC(=O)N(CC(=O)NCCC2=CCCCC2)C1=O (centres undefined) | 22 | -1.5 | 1.3 | -5 | 4 | 0 | -7 | 0 | 7 | 0.0
COc1ccccc1C(=O)N1CCC(N2CCN(c3ccccc3)CC2)CC1 | 35 | 1.5 | x | 7 | 0 | 9 | 0 | 3 | -3 | 0.0
COc1cccc(NS(=O)(=O)c2c(C)nc3sccn3c2=O)c1 | 10 | 1.3 | 3.1 | -14 | -5 | 2 | 0 | 5 | -2 | -0.6
NC(=O)c1ccccc1NC(=O)/C=C/c1cccc(Cl)c1 | 32 | -1.1 | -1.0 | -8 | 1 | -8 | 2 | 7 | 2 | x

Given with tabs: part of the list above.
Compound	DUSP3 inh	UGM FP inh	Mtb BioA inh	SSB-PriA inh	SARS 3CLpro inh	Rv3671c protease	Mtb FBA inh	GDH-TPI inh	MazF activator	BH1578 lux ind
CCOC(=O)[C@@H]1[C@H]2COc3cc(OC)ccc3[C@H]2N2C(=O)N(c3ccc(Cl)cc3)C(=O)[C@]12C	x	-0.9	-1.4	6	x	-8	0	-1	5	-0.4
CCOC(=O)C1CCN(Cc2cn(C)nc2-c2ccc(Oc3ccccc3)cc2)CC1	5	-0.5	x	-12	0	-7	0	1	13	-0.3

Further structures
SMILES | DUSP3 inh | UGM FP inh | Mtb BioA inh | SSB-PriA inh | SARS 3CLpro inh | Rv3671c protease | Mtb FBA inh | GDH-TPI inh | MazF activator | BH1578 lux ind
CC(=NNc1nc2ccccc2s1)c1ncccn1 | x | x | x | 2 | x | x | -4 | 19 | -1 | 0.8
O=C1CSC(c2ccccc2)N1Nc1nc(N2CCOCC2)nc(N2CCOCC2)n1 (centres undefined) | 21 | 0.2 | x | -23 | 2 | -6 | -2 | -6 | 4 | -0.3
O=C(N[C@@H](Cc1c[nH]c2ccccc12)C(=O)O)c1ccccc1Cl | 8 | -1.5 | x | -10 | 0 | 3 | 1 | 0 | 4 | i
CNc1ncnc2c1ncn2[C@H]1CN(Cc2cccc3ccccc23)C[C@@H](CO)O1 | x | x | 0.7 | x | x | x | 2 | -6 | x | -0.2
Cc1ccc(NC(=O)C2CCCN(c3ncccn3)C2)cc1F (centres undefined) | 36 | 0.6 | 1.3 | -7 | 5 | -4 | 2 | 9 | 1 | -1.4
CCN(CC(=O)Nc1cccc(C(C)=O)c1)S(=O)(=O)c1ccc(OC)cc1 | 17 | -2.0 | -0.4 | -7 | -1 | 8 | 3 | -8 | -10 | 0.4
COc1ccc(N(CC(=O)NCCC2=CCCCC2)S(C)(=O)=O)cc1 | -14 | 0.2 | -1.0 | -19 | -6 | -1 | 3 | 14 | 9 | -0.3
O=C(Cc1ccccc1)NCCc1cnc[nH]1 | -16 | -1.4 | 1.2 | 1 | 3 | 3 | -2 | -1 | 5 | 0.4
CCOc1ncccc1C(=O)Nc1ccc(S(=O)(=O)NC2=NCCCCC2)cc1 | -1 | 0.4 | x | -2 | -3 | 8 | 0 | -2 | 3 | -0.5
COc1ccc(CN2CCN(C3CCC3)CC2CCO)c(C)c1C (centres undefined) | 24 | 0.0 | -0.2 | 1 | -4 | -1 | -1 | -3 | 4 | i
Cc1cc(Br)ccc1NC(=O)CN1C(=O)C2C3CC(c4ccccc4)C(C3)C2C1=O (centres undefined) | 19 | -2.2 | x | 10 | 0 | -49 | -2 | -8 | -2 | -0.6
CCOC(=O)C1CCN(C2=NC(=O)/C(=C/c3ccccc3OC)S2)CC1 | -16 | 4.0 | -2.0 | 6 | 4 | 8 | -1 | 17 | 5 | i
C[N+]1(C)C2CC[C@H]1CC(OC(=O)C(CO)c1ccccc1)C2 (some centres undefined) | x | -0.4 | 0.5 | 2 | x | -4 | -3 | 6 | -1 | i
CC(C)=C1SC(N2CCCCC2)=NC1=O | 33 | 0.6 | 2.1 | -5 | -4 | -2 | 3 | 3 | 2 | i
Cc1cccc(C(=O)NCCCNC(=O)c2ccc(C)nc2)c1 | -7 | -0.2 | -4.8 | -17 | 1 | 2 | 3 | 1 | 3 | -1.0
C#CCOCCOCCOCCNc1nc(N2CCN(C(=O)[C@H](CCC(=O)O)n3cc([C@@H](N)CCCCN)nn3)CC2)nc(N2CCN(C(=O)[C@H](CCC(=O)O)n3cc([C@@H](N)CCCCN)nn3)CC2)n1 | x | 0.8 | -1.6 | -7 | x | 0 | -3 | 4 | -9 | i
O=C1c2cccc3cccc(c23)C(=O)N1/N=C/c1c(O)n(-c2ccccc2)c(=O)[nH]c1=O | 12 | -2.5 | x | x | 7 | -2 | 2 | 10 | -7 | i
Fc1ccc(-c2nnc(-c3ccc4ccccc4c3)o2)cc1 | x | x | -1.1 | -5 | x | x | 10 | 5 | 10 | 3.3
Cc1ccc2sc(=O)[nH]c2c1 | 14 | 3.1 | -0.8 | -3 | 3 | 5 | -1 | -4 | 6 | -0.2
COc1ccc(S(=O)(=O)Nc2cc3c4c(c2)CC(=O)N4CCC3)cc1OC | x | x | 1.4 | x | x | x | -1 | 5 | 2 | -0.2
Cc1cc(Cl)ccc1C(O)c1ncc(-c2cccc(C(F)(F)F)c2)[nH]1 (centres undefined) | x | x | -0.7 | x | x | x | 4 | 0 | x | 0.5
O=c1c2ccccc2[nH]c(=S)n1-c1cccc(S(=O)(=O)N2CCCC2)c1 | 22 | -1.6 | x | -5 | 6 | -7 | -1 | 5 | 0 | -0.3
CC(OC(=O)CSCC(=O)Nc1ccc(Cl)cc1)C(=O)N(C)Cc1ccccc1 (centres undefined) | x | x | -0.5 | -5 | x | x | -1 | 5 | 1 | -0.2
Cn1c(C(=O)NCCOc2ccccc2Cl)cc(=O)n(C)c1=O | 21 | -0.6 | 0.0 | -9 | 6 | -1 | -4 | 0 | -16 | -0.2
